Compound activity from PubChem BioAssay.
DRD3 agonist – activates the human D3 dopamine receptor | P35462 | D3R DiscoveRx beta-arrestin cells, luminescence, 90 min | max activation, % | hit rate 0.58% among 410,000 | AID 652048; in the data active means max activation above about 30%; further: 0% is about no effect; mostly tested at two doses, the higher about 12 µM
Target sequence (P35462 whole entry, looked up): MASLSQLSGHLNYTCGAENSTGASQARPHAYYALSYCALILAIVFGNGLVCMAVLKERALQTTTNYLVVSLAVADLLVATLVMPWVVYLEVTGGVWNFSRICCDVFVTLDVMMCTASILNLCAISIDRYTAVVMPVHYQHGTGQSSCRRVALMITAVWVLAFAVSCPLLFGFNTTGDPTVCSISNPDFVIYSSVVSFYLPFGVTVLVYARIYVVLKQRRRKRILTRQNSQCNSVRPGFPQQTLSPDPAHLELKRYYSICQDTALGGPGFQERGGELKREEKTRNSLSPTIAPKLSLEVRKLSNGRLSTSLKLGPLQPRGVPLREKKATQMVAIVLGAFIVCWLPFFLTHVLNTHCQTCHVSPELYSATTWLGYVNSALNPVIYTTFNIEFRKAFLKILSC
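Agonist mode: compounds and dopamine controls were applied to plated cells for 90 min at 37 degrees C after an overnight attachment at 1500 cells/well. Luminescent read-out followed 30 - 60 minutes at room temperature with DiscoveRx detection reagent.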
The depositor's hits bear a star; & = joins results of further samples; ! = not active in a repeat. Only part of the results is shown, so the mix of outcomes need not match the whole.

CC(C(=O)O)c1ccc(/C=C2\CCCCC2=O)cc1 (configuration not stated) was read as DRD3 agonist -5.6.
`CCCCC(=O)OCC(=O)[C@]1(O)Cc2c(O)c3c(c(O)c2[C@@H](O[C@H]2C[C@H](NC(=O)C(F)(F)F)[C@H](O)[C@H](C)O2)C1)C(=O)c1c(OC)cccc1C3=O` gave DRD3 agonist -6.8.
Screening COc1cc([C@@H]2c3cc4c(cc3C(O[C@@H]3O[C@@H]5COC(c6cccs6)O[C@H]5[C@H](O)[C@H]3O)C3COC(=O)[C@@H]32)OCO4)cc(OC)c1O (some centres not stated) returned DRD3 agonist 4.2.
`OCCO[C@@H]1[C@@H](O)[C@H](O)[C@@H](CO)O[C@@H]1O` gave DRD3 agonist 7.4.
For CC(C)(C)NC(=O)[C@H]1CC[C@H]2[C@@H]3CC=C4C=C(C(=O)O)CC[C@]4(C)[C@H]3CC[C@]12C the results were DRD3 agonist -3.3.
`N[C@@H](COP(=O)(O)O)C(=O)O` gave DRD3 agonist 6.1.
NC(=O)[C@@H]1C[C@]2(NC(=O)NC2=O)c2cc(F)ccc2O1 was read as DRD3 agonist -0.9.
CC[C@@]1([C@@H]2O[C@@H]([C@H]3O[C@@](O)(CO)[C@H](C)C[C@@H]3C)C[C@@H]2C)CC[C@H]([C@]2(C)CC[C@]3(C[C@H](O)[C@@H](C)[C@@H]([C@@H](C)[C@@H](OC)[C@H](C)C(=O)O)O3)O2)O1 (stereo in doubt) was read as DRD3 agonist 75.0*!.
Cc1nc(-c2ccc(OCC(C)C)c(C#N)c2)sc1C(=O)O was read as DRD3 agonist -2.6.
COC(=O)C1=C(C)NC(C)=C(C(=O)O[C@H]2CCN(Cc3ccccc3)C2)[C@H]1c1cccc([N+](=O)[O-])c1 was read as DRD3 agonist -22.9.
For OCCN1C[C@H](O)[C@@H](O)[C@H](O)[C@H]1CO the results were DRD3 agonist -1.7.
C[N+](C)(CCOc1ccccc1)Cc1cccs1 was read as DRD3 agonist -13.4.
`O=C(NOC[C@H](O)CO)c1ccc(F)c(F)c1Nc1ccc(I)cc1F` gave DRD3 agonist 6.4.
Screening CN[C@@H]1[C@@H](O)[C@@H](O[C@@H]2[C@@H](O)[C@H](OC3OC(CN)=CCC3N)[C@@H](N)C[C@H]2N)OC[C@]1(C)O (some centres not stated) returned DRD3 agonist -6.9.
`CC1=C[C@H](O)CC(C)(C)[C@H]1/C=C/C(C)=C/C=C/C(C)=C/C=C/C=C(C)/C=C/C=C(C)/C=C/C1=C(C)C[C@@H](O)CC1(C)C` gave DRD3 agonist -0.5.
For Cc1cccc(C)c1Nc1ncccc1C(=O)O the results were DRD3 agonist 10.8.
`O=[N+]([O-])O[C@@H]1CO[C@H]2[C@@H]1OC[C@@H]2O` gave DRD3 agonist 3.6.
CCC[C@@H]1C[C@@H](C(=O)N[C@@H]([C@H]2O[C@H](SC)[C@H](OP(=O)(O)O)[C@@H](O)[C@H]2O)[C@H](C)Cl)N(C)C1 was read as DRD3 agonist -1.0&6.7.
For O=C(O)C[C@H](O)C[C@H](O)/C=C/c1c(C2CC2)nc2ccccc2c1-c1ccc(F)cc1 the results were DRD3 agonist -12.2.
C=C[C@]1(C)C[C@@H](OC(=O)CO)[C@]2(C)[C@H](C)CC[C@]3(CCC(=O)[C@H]32)[C@@H](C)[C@@H]1O was read as DRD3 agonist 5.6.
For CC(=O)N[C@@H]([C@@H](O)[C@H](O)[C@H](O)CO)[C@@H](O)CC(=O)C(=O)O the results were DRD3 agonist 7.9.
Cc1onc(-c2c(F)cccc2Cl)c1C(=O)N[C@@H]1C(=O)N2[C@@H]1SC(C)(C)[C@@H]2C(=O)O was read as DRD3 agonist -9.3&3.0.
Screening C[N@+]12CCCC[C@@H]1CCC(=C(c1cccs1)c1cccs1)C2 returned DRD3 agonist -21.6.
`CCCCCCC(=O)O[C@H]1CC[C@H]2[C@@H]3CCc4cc(O)ccc4[C@H]3CC[C@]12C` gave DRD3 agonist -3.1.
For C#C[C@]1(O)CC[C@H]2[C@@H]3CCC4=C/C(=N/O)CC[C@@H]4[C@H]3CC[C@@]21CC the results were DRD3 agonist 4.2.
O=C(CO)[C@@H](O)[C@H](O)[C@@H](O)C(=O)O was read as DRD3 agonist 7.0.
`COc1c(O[C@@H]2O[C@H](CO)[C@@H](O)[C@H](O)[C@H]2O)cc2c(c1OC)-c1ccc(SC)c(=O)cc1[C@@H](NC(C)=O)CC2` gave DRD3 agonist -19.7.
`CCCCCCCCCCCCCCCCCCOP(=O)([O-])OC1CC[N+](C)(C)CC1` gave DRD3 agonist 4.5.
For CO[C@@H]1[C@@H](O[C@@H]2O[C@H](C)[C@@H](O[C@H]3C[C@@](C)(O)[C@@H](O)[C@H](C)O3)[C@H](N(C)C)[C@H]2O)[C@@H](CC=O)C[C@@H](C)[C@@H](O[C@@H]2CC[C@H](N(C)C)[C@@H](C)O2)/C=C/C=C/C[C@@H](C)OC(=O)C[C@H]1OC(C)=O the results were DRD3 agonist 8.7.
For CN(C)CC/C=C1/c2ccccc2CSc2ccccc21 the results were DRD3 agonist -20.9.
`Oc1ccccc1` gave DRD3 agonist -16.7.
COc1cc2c(c(OC)c1OC)-c1c(cc3c(c1OC)OCO3)C[C@@H](C)[C@](C)(O)C2 was read as DRD3 agonist 8.3&4.5.
Screening C[C@H]1C[C@H]2[C@@H]3CCC4=CC(=O)C=C[C@]4(C)[C@@]3(F)[C@@H](O)C[C@]2(C)[C@@]1(O)C(=O)CCl returned DRD3 agonist -16.7.
Cc1cc(Nc2ccccc2C(=O)O)ccc1Cl was read as DRD3 agonist -18.1.
Screening CCCCCOC(=O)Nc1nc(=O)n([C@@H]2O[C@H](C)[C@@H](O)[C@H]2O)cc1F returned DRD3 agonist -16.6.
O=P(O)(O)C(O)(Cc1cnc2ccccn12)P(=O)(O)O was read as DRD3 agonist -5.2.
O=C(Nc1cccc2c(=O)cc(-c3nn[nH]n3)oc12)c1ccc(OCCCCc2ccccc2)cc1 was read as DRD3 agonist -10.5.
For CO[C@H]1C=CO[C@@]2(C)Oc3c(C)c(O)c4c(O)c(cc(O)c4c3C2=O)NC(=O)/C(C)=C\C=C/[C@H](C)[C@H](O)[C@@H](C)[C@@H](O)[C@@H](C)[C@H](OC(C)=O)[C@@H]1C the results were DRD3 agonist -6.0.
For COC(C)=O the results were DRD3 agonist 5.7.
`NCc1ccccc1CC(=O)N[C@@H]1C(=O)N2C(C(=O)O)=C(CSc3nnnn3CC(=O)O)CS[C@H]12` gave DRD3 agonist 6.6.
For CO[C@@H]1[C@@H](OC)[C@H](C)[C@@](O)(CC(=O)O)O[C@H]1[C@H](C)[C@H]1O[C@@]2(CC[C@@](C)([C@H]3CC[C@@](C)([C@@H]4O[C@@H]([C@H]5O[C@](C)(O)[C@H](C)C[C@@H]5C)C[C@@H]4OC4C[C@H](OC)[C@@H](OC)[C@H](C)O4)O3)O2)C[C@H](O)[C@H]1C (some centres not stated) the results were DRD3 agonist 9.5.
For CCCN(CCC)C(=O)C(CCC(=O)OCCCN1CCN(CCOC(=O)Cc2c(C)n(C(=O)c3ccc(Cl)cc3)c3ccc(OC)cc23)CC1)NC(=O)c1ccccc1 (configuration not stated) the results were DRD3 agonist -29.9.
For C[C@H]1C[C@H]2[C@@H]3CCC4=CC(=O)C=C[C@]4(C)[C@H]3C(=O)C[C@]2(C)[C@@]1(O)C(=O)CO the results were DRD3 agonist 0.8.
For CN(CC(=O)N1CCOCC1)Cc1c(Cl)cccc1NC(=O)c1ccccc1 the results were DRD3 agonist -0.3.
C=CS(=O)(=O)O was read as DRD3 agonist -23.9.

Arranged by formula weight (ascending): nine of the compounds above
Cc1cc(Nc2ccccc2C(=O)O)ccc1Cl was read as DRD3 agonist -18.1.
O=P(O)(O)C(O)(Cc1cnc2ccccn12)P(=O)(O)O was read as DRD3 agonist -5.2.
For C[C@H]1C[C@H]2[C@@H]3CCC4=CC(=O)C=C[C@]4(C)[C@H]3C(=O)C[C@]2(C)[C@@]1(O)C(=O)CO the results were DRD3 agonist 0.8.
For CN(CC(=O)N1CCOCC1)Cc1c(Cl)cccc1NC(=O)c1ccccc1 the results were DRD3 agonist -0.3.
Screening C[C@H]1C[C@H]2[C@@H]3CCC4=CC(=O)C=C[C@]4(C)[C@@]3(F)[C@@H](O)C[C@]2(C)[C@@]1(O)C(=O)CCl returned DRD3 agonist -16.7.
COc1cc2c(c(OC)c1OC)-c1c(cc3c(c1OC)OCO3)C[C@@H](C)[C@](C)(O)C2 was read as DRD3 agonist 8.3&4.5.
O=C(Nc1cccc2c(=O)cc(-c3nn[nH]n3)oc12)c1ccc(OCCCCc2ccccc2)cc1 was read as DRD3 agonist -10.5.
For CCCN(CCC)C(=O)C(CCC(=O)OCCCN1CCN(CCOC(=O)Cc2c(C)n(C(=O)c3ccc(Cl)cc3)c3ccc(OC)cc23)CC1)NC(=O)c1ccccc1 (configuration not stated) the results were DRD3 agonist -29.9.
For CO[C@@H]1[C@@H](OC)[C@H](C)[C@@](O)(CC(=O)O)O[C@H]1[C@H](C)[C@H]1O[C@@]2(CC[C@@](C)([C@H]3CC[C@@](C)([C@@H]4O[C@@H]([C@H]5O[C@](C)(O)[C@H](C)C[C@@H]5C)C[C@@H]4OC4C[C@H](OC)[C@@H](OC)[C@H](C)O4)O3)O2)C[C@H](O)[C@H]1C (some centres not stated) the results were DRD3 agonist 9.5.

Continuation.
NC(N)=NCC1COC2(CCCCC2)O1 (configuration not stated) was read as DRD3 agonist 3.1.
For OC[C@H]1OC([S-])[C@H](O)[C@@H](O)[C@@H]1O.[Au+] (some centres not stated) the results were DRD3 agonist 4.1.
For NCCCC[C@H](NC(=O)[C@@H]1CCCN1C(=O)[C@@H]1CSSC[C@H](N)C(=O)N[C@@H](Cc2ccccc2)C(=O)N[C@@H](Cc2ccccc2)C(=O)N[C@@H](CCC(N)=O)C(=O)N[C@@H](CC(N)=O)C(=O)N1)C(=O)NCC(N)=O the results were DRD3 agonist -1.8.
Screening C[C@H]1O[C@@H](O[C@H]2CC[C@@]3(C)[C@H](CC[C@@H]4[C@@H]3C[C@@H](O)[C@]3(C)[C@@H](C5=CC(=O)OC5)CC[C@]43O)C2)C[C@H](O)[C@@H]1O[C@H]1C[C@H](O)[C@H](O[C@H]2C[C@H](O)[C@H](O[C@@H]3O[C@H](CO)[C@@H](O)[C@H](O)[C@H]3O)[C@@H](C)O2)[C@@H](C)O1 returned DRD3 agonist 8.0.
O=C(NCC(O)CO)c1c(I)c(C(=O)NCC(O)CO)c(I)c(N(CCO)C(=O)CO)c1I (configuration not stated) was read as DRD3 agonist 7.7.
CCOC(=O)NNc1ccc(N(CC)CC(C)O)nn1 (configuration not stated) was read as DRD3 agonist -4.9.
Screening Cc1cc(O)c2c(O)c3c(O)cccc3cc2c1 returned DRD3 agonist 10.3.
Screening C[N+](C)(C)CC(O)CC(=O)[O-] (configuration not stated) returned DRD3 agonist 13.9.
Screening C=C1C(=C/C=C2\CCC[C@]3(C)[C@@H]([C@H](C)/C=C/[C@@H](O)C4CC4)CC[C@@H]23)C[C@@H](O)C[C@@H]1O returned DRD3 agonist 13.9.
CC[N+]1(CC)CCC(=C(c2ccccc2)c2ccccc2)C1C (configuration not stated) was read as DRD3 agonist -15.2.
CCC(Oc1ccccc1)C(=O)N[C@@H]1C(=O)N2[C@@H]1SC(C)(C)[C@@H]2C(=O)O (some centres not stated) was read as DRD3 agonist 7.5.
For CC(=O)O[C@@H]1CC2CCC1(C)C2(C)C (some centres not stated) the results were DRD3 agonist 8.2.
For O=C1OC2(c3ccc(O)cc3Oc3cc(O)ccc32)c2ccccc21 the results were DRD3 agonist 30.2*.
`Nc1ccn(C2CO[C@H](CO)O2)c(=O)n1` (some centres not stated) gave DRD3 agonist 2.6.
`CON=C1C[C@]2(C[C@@H]3C[C@@H](C/C=C(\C)C[C@@H](C)/C=C/C=C4\CO[C@@H]5[C@H](O)C(C)=C[C@@H](C(=O)O3)[C@]45O)O2)O[C@H](/C(C)=C/C(C)C)[C@H]1C` gave DRD3 agonist 11.9&5.1.
`O=C(O)CSCC(=O)NC1CCSC1=O` (configuration not stated) gave DRD3 agonist 11.8.
CC(C)(S)C(=O)N[C@@H](CS)C(=O)O was read as DRD3 agonist 5.8&-5.7.
For C=C1/C(=C\C=C2/CCC[C@]3(C)[C@@H]([C@H](C)OCCC(C)(C)O)CC[C@@H]23)C[C@@H](O)C[C@@H]1O the results were DRD3 agonist -0.2.
`O=C(Oc1ccccc1)c1cccc(C(=O)Oc2ccccc2)c1` gave DRD3 agonist 6.7.
CN(C)Cc1ccccc1 was read as DRD3 agonist 2.8.
For Nc1nc(Cl)nc2c1ncn2[C@@H]1O[C@H](CO)[C@@H](O)[C@@H]1F the results were DRD3 agonist 0.7.
For CC(C)C[C@H](NC(=O)[C@@H](Cc1c[nH]c2ccccc12)NC(=O)[C@H](Cc1ccc(O)cc1)NC(=O)[C@H](CO)NC(=O)[C@H](Cc1c[nH]c2ccccc12)NC(=O)[C@H](Cc1cnc[nH]1)NC(=O)[C@@H]1CCC(=O)N1)C(=O)N[C@@H](CCCN=C(N)N)C(=O)N1CCC[C@@H]1C(=O)NCC(N)=O the results were DRD3 agonist 5.5.
For CN1C(=O)c2ccccc2C1=O the results were DRD3 agonist -6.0.
CCN(CC)CCOC(=O)c1ccc(N)cc1Cl was read as DRD3 agonist -8.6.
CC(O)[C@@H]1NC(=O)[C@H](Cc2ccccc2)NC(=O)[C@H](C(C)O)NC(=O)[C@H](CCCCN)NC(=O)[C@H](Cc2c[nH]c3ccccc23)NC(=O)[C@H](Cc2ccccc2)NC(=O)[C@H](Cc2ccccc2)NC(=O)[C@H](CC(N)=O)NC(=O)[C@H](CCCCN)NC(=O)[C@@H](NC(=O)CNC(=O)[C@H](C)N)CSSC[C@@H](C(=O)O)NC(=O)[C@H](CO)NC1=O (some centres not stated) was read as DRD3 agonist -4.9.
Screening CC(C)(C)c1ccc(CN2CCN(C(c3ccccc3)c3ccc(Cl)cc3)CC2)cc1 (configuration not stated) returned DRD3 agonist -28.8.
Screening O=C(O)c1ccccc1Nc1cc(Cl)ccc1C(=O)O returned DRD3 agonist -3.1.
